# Assay outcomes as filed in PubChem BioAssay.
# VP16 counter: VP16 counterscreen qHTS for inhibitors of ROR gamma transcriptional activity; 310,000 compounds, 3.5% hits; AID 2546, 2010; Potency, µM (titrated, usually from 53.6 µM), without a hit: top-dose activity, negative = inhibition, hits mostly inhibitors; Drosophila S2 Gal4-VP16 UAS-luciferase, luminescence, 20 h;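 also: Gal4-VP16 expression switched on by copper sulfate through the metallothionein promoter; potency is read from the fitted curve at half-maximal effect; % is scaled to controls: 0 for no effect and ±100 for the full control effect; nearly all actives have a fitted effect of over 50% in size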
# ELG1 genotoxic: qHTS screen for small molecules that induce genotoxicity in human embryonic kidney (HEK293T) cells expressing luciferase-tagged ELG1 | 330,000 compounds, 1.3% hits | HEK293T ELG1-luciferase reporter, luminescence, 16 h | Potency, µM (series often up to 46 µM), for the others: at the top dose activity change, positive = activation, actives largely listed as activators; also: potency is read from the fitted curve at half-maximal effect; % of control where 0% means no effect; nearly all actives have a fitted effect of over 60% in size
#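 Step 1: seed 2,000 HEK293T ELG1-luciferase cells per well. Step 2: add compound or DMSO, incubate 16 hr at 37 °C. Step 3: ONE-Glo, 30 min at room temperature, read luminescence.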
# FLuc modulator: qHTS profiling assay for firefly luciferase inhibitor/activator using purifed enzyme and Km concentrations of substrates (counterscreen for miR-21 project); Luciferin 4-monooxygenase (Photinus pyralis), P08659; purified FLuc, Km substrates, luminescence inhibition; Potency, µM (top dose mostly 57.5 µM), for the others: at the top dose activity change, negative = inhibition, most hits filed as inhibitors; 360,000 compounds, 6.9% hits;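 also: potency is read from the fitted curve at half-maximal effect; plate controls were vehicle for no effect and reference inhibitor for full effect; nearly all actives have a fitted effect of over 55% in size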
# Target sequence (P08659 whole entry, looked up): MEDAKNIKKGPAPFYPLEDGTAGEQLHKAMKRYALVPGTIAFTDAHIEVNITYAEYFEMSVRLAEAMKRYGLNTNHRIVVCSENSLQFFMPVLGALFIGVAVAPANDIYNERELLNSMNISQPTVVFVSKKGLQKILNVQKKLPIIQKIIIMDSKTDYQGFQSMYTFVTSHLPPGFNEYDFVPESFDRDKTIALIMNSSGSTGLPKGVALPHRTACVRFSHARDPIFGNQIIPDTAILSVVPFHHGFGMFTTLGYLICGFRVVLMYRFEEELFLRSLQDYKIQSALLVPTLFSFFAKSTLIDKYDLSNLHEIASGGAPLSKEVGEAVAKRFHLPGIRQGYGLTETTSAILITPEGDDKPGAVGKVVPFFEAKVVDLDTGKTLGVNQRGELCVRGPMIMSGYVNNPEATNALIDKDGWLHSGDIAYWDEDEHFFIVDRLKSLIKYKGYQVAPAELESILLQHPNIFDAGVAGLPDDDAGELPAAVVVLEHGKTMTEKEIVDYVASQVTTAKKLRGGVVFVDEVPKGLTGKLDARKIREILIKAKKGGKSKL
#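 Purified P. pyralis luciferase (10nM final) with 10uM D-luciferin and 10uM ATP (Km levels) in 50mM Tris acetate pH 7.5, 10mM Mg acetate, 0.01% Tween-20, 0.05% BSA; qHTS 6-point titration, ~60 µM downward; luminescence read.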
# Rab9 promoter act: qHTS Assay for Rab9 Promoter Activators; Potency, µM (titrated, usually from 9.22 µM), inactives show at the highest dose activation, negative = inhibition, hits mostly activators; 320,000 compounds, 2.8% hits; Huh7 Rab9 promoter-luciferase reporter, luminescence, 24 h; also: potency is read from the fitted curve at half-maximal effect; % of control where 0% means no effect; nearly all actives have a fitted effect of over 60% in size
#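 Cell-based reporter: Huh7 stable for Rab9 promoter-driven luciferase, plated in reduced-serum medium with 10% FBS at 1500 cells/well, compound-treated 24 h at 37 °C, luminescence read after 10 min reagent.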
# Coupling enz: qHTS Assay for Inhibitors of Fructose-1,6-bisphosphate Aldolase from Giardia Lamblia: Coupling assay counterscreen. coupling enzyme system counterscreen, AmpLite Red fluorescence. activity change, negative = inhibition, % at 58.2 µM, hits read low. 290,000 compounds, 0.67% hits. AID 2472, 2010; in the data active = activity change below about -30%; also: % is scaled to controls: 0 for no effect and ±100 for the full control effect
#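 Compounds tested against the coupling enzymes alone at 57.5 uM final; readout was AmpLite Red fluorescence (525/598 nm) after 20 min at RT.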
# KCNH2 3.1 inh: qHTS for Inhibitors of KCHN2 3.1: Mutant qHTS; AID 720553, 2013; 340,000 compounds, 0.95% hits; U2OS KCNH2 3.1, thallium flux FluxOr; hits give low values; activity change, % (tested at about 1.8 µM); Potassium voltage-gated channel subfamily H member 2, brain isoform KCNH2 3.1 (human);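 active = maximum activity change below -70%; inconclusive = maximum activity change from -70% to -50%; inactive = maximum activity change above -50%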;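 also: thallium influx rate constant from kinetic fluorescence after stimulation buffer; % is scaled to controls: 0 for no effect and ±100 for the full control effect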
#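 U2OS cells transduced with KCNH2 3.1 mutant virus (1.77 x 10^8 /mL, 4 h), plated overnight at 37 C, loaded 45 min with FluxOr dye plus Red40 quencher. Thallium flux rate constant from kinetic reads after stimulation buffer, normalised to controls.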
# Tb PFK inh: qHTS Assay to Find Inhibitors of T. brucei phosphofructokinase. T. brucei PFK, ADP-Glo luminescence. Potency, µM (series often up to 57.5 µM), for inactives: at the top dose activity, negative = inhibition, hits mostly inhibitors. 330,000 compounds, 0.17% hits;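 also: potency is read from the fitted curve at half-maximal effect; 0% = uninhibited 1x PFK enzyme wells and -100% = no-enzyme wells; nearly all actives have a fitted effect of over 60% in size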
# Target sequence (O15648 whole entry, looked up): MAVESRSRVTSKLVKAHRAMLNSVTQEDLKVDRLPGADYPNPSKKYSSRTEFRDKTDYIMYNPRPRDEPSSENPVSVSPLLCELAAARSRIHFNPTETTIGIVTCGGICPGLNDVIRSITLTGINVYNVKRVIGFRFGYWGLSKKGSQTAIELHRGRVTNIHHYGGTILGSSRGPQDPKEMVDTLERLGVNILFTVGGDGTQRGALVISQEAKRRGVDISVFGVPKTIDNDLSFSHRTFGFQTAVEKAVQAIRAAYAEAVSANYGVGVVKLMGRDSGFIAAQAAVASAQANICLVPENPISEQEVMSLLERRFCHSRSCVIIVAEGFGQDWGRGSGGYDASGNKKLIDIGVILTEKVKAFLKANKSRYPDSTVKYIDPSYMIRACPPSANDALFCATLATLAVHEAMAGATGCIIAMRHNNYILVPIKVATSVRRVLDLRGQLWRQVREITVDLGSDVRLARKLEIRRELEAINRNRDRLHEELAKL
#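 In TEA buffer at pH 8.0 with 5 mM MgCl2, enzyme (1.25 nM) converted F6P (0.5 mM) and ATP (0.1 mM) for 45 min at room temperature. ADP product was read by luciferase luminescence.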
# uPA surface inh: qHTS for Inhibitors of Cell Surface uPA Generation. cell surface uPA generation assay, qHTS. Potency, µM (highest dose often 38.3 µM), without a hit: top-dose activity change, negative = inhibition, most hits filed as inhibitors. 330,000 compounds, 0.31% hits. AID 540303, 2011; active = well fitted inhibition curve with a large enough effect; inconclusive = small, poorly fitted or top-dose-only effect; inactive = no such curve, though single readings can be large or run the other way; tested in mouse RAW 264.7 cells; also: potency is read from the fitted curve at half-maximal effect; % is scaled to controls: 0 for no effect and ±100 for the full control effect; nearly all actives have a fitted effect of over 55% in size
# NPC1 promoter act: qHTS Assay for NPC1 Promoter Activators; AID 485313, 2010; 320,000 compounds, 2.4% hits; Potency, µM (highest dose often 9.22 µM), inactives show at the top dose activation, usual class: activators; Huh7 NPC1 promoter luciferase reporter, 24 h;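 also: potency is read from the fitted curve at half-maximal effect; % of control where 0% means no effect; nearly all actives have a fitted effect of over 60% in size; reporter is driven by a mutant NPC1 promoter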
#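 Cells: Huh7 expressing luciferase under the NPC1 promoter, 1500/well. Seeded 2 h, compound added, incubated 24 h at 37 °C. Luciferase reagent, 10 min ambient, then luminescence.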
# RORgamma inh: qHTS for inhibitors of ROR gamma transcriptional activity. 310,000 compounds, 5.4% hits. Potency, µM (series often up to 53.6 µM), without a hit: top-dose activity change, negative = inhibition, usual class: inhibitors. Drosophila S2 Gal4-RORgamma UAS-luciferase reporter, 20 h; also: potency is read from the fitted curve at half-maximal effect; % is scaled to controls: 0 for no effect and ±100 for the full control effect; nearly all actives have a fitted effect of over 60% in size
#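 Read-out: Photinus luciferase luminescence; inhibitors lower reporter signal. Insect Schneider cells with Gal4-ROR gamma fusion under metallothionein promoter, UAS reporter; 700 uM final copper sulfate induction, 20 hr, ambient temperature.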
# Giardia killer: Small Molecules that selectively kill Giardia lamblia: qHTS; Giardia lamblia trophozoite viability; activity change, % at 7.66 µM, hits read low; 340,000 compounds, 0.15% hits; AID 540267, 2011; in the data active = activity change below about -80%; inconclusive = between about -30% and that limit;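 also: parasites exposed to compound for two days anaerobically before the ATP read; % is scaled to controls: 0 for no effect and ±100 for the full control effect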
#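 Killing of trophozoites was scored by loss of ATP luminescence after a 48 hrs anaerobic exposure to compounds at 37 deg C, using 100 cells per well.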
# Starred values were filed as active, the others as inactive; u = inconclusive; x = not tested or not shown; [ ] = dose if it differs, or a comment. Unless noted, calls follow the shape of the dose curve; as a rule, active = well fitted curve in the direction sought with a large enough effect; inconclusive = small, poorly fitted or top-dose-only effect, or another doubt; inactive = no such curve, though single readings can be large; an effect the other way counts as inactive or inconclusive.
SMILES,VP16 counter,ELG1 genotoxic,FLuc modulator,Rab9 promoter act,Coupling enz,KCNH2 3.1 inh,Tb PFK inh,uPA surface inh,NPC1 promoter act,RORgamma inh,Giardia killer
COCCn1nnnc1C(c1ccccc1OC)N1CCN(c2ccccc2F)CC1 (centres undefined),3%,-2%,1%,5%,0,-3,-3%,3%,0%,18%,13
CC(C)(C)c1cc(-c2n[nH]c(=S)n2-c2ccccc2F)n[nH]1,-4%,12%,-4%,13%,5,9,3%,-3%,2%,-38%,-1
CNC(=O)C1CCN(S(=O)(=O)c2c(C)noc2/C=C/c2ccc(C)cc2)CC1,-20%,8%,1%,6%,5,-1,0%,9%,-1%,-28%,-4
CCOCCCNC(=O)CCCn1nc(C)n2c(cc3sccc32)c1=O,-6%,3%,3%,5%,2,7,3%,-7%,0%,-26%,-2
CCOc1ccc(Nc2ccc(C(=O)O)cc2[N+](=O)[O-])cc1,7%,-1%,u,1%,7,-2,2%,-9%,-4%,u,1
COc1cc(OC)cc(-c2nnc(NC(=O)CCS(=O)(=O)c3ccc(C)cc3)o2)c1,x,-1%,6%,2%,x,-3,2%,-5%,-4%,x,8
Cc1ccc(Nc2nc(Cl)c(C=O)s2)cc1Cl,17%,-2%,21µM*,0%,-2,-17,-4%,-10%,-7%,u,4
CC1Cc2ccccc2N1S(=O)(=O)c1cccc(C(=O)N2CCCCC2)c1 (centres undefined),x,-5%,3%,0%,x,11,-1%,-4%,-2%,x,25
Nc1nc(SCc2ccccc2Cl)[nH]c(=O)c1-c1ccccc1,18%,-3%,-1%,-6%,0,-1,-1%,-4%,0%,38%,1
O=C(CN1C(=O)c2ccccc2S1(=O)=O)c1cccc(Br)c1,-17%,-6%,7.6µM*,u,x,5,2%,-10%,u,u,u
O=C(CC1SC(N2CCCCC2)=NC1=O)Nc1ccc(C(=O)O)cc1 (centres undefined),x,-1%,u,-3%,x,1,-5%,-8%,-3%,x,-26
Cc1c(C)n(Cc2ccccc2)c2ncnc(NCCCN(C)C)c12,0%,-1%,-1%,5%,0,5,2%,-13%,-3%,-21%,41[activator]
O=C(/C=C/c1cccc2ccccc12)c1ccncc1,8.9µM*,-6%,9.5µM*,-8%,-2,11,-1%,-6%,-8%,-88%,u
COc1ccc(OCC(=O)NC(=O)c2ccccc2OC)c([N+](=O)[O-])c1,x,4%,-2%,3%,x,39,-17%,7%,0%,x,-1
CC(Sc1nc2ccccc2[nH]1)C(=O)NC1CCCCC1C (centres undefined),-8%,-3%,-2%,3%,x,4,6%,3%,-4%,-7%,-10
CCCCNc1nc(=S)[nH]c2cc(OC)c(OC)cc12,7.9µM*,6%,6%,-6%,-1,12,-4%,-5%,-6%,7.9µM*,-8
Oc1[nH]c2ccccc2c1C=Nc1ccc2c(c1)OCCO2,u,u,0.85µM*,1.4µM*,-7,-6,2%,2%,u,-8%,-23
O=C(NCC1CCCO1)c1nn2cccnc2c1Cl (centres undefined),-4%,u,-15%,22%,-1,4,-8%,3%,13%,21%,-4
Cc1cc(C)cc(N(CC(=O)Nc2ccc(Br)cc2)S(=O)(=O)c2c(C)[nH]c(=O)[nH]c2=O)c1,-7%,0%,1%,-11%,x,-109*,1%,2%,19%,1%,-13
O=C(CC(NC(=O)c1ccccc1Cl)c1ccccc1)Nc1ccc2c(c1)OCO2 (centres undefined),2%,1%,-4%,8%,1,2,-4%,0%,2%,14%,3
CCC(C)[C@H](NC(=O)N1CCC(C)CC1)C(=O)O (some centres undefined),-1%,0%,-1%,-2%,3,0,-4%,3%,2%,-1%,10
O=C(NCC1CCCO1)C1CCCN1C(=O)NC1CCCCC1 (centres undefined),1%,5%,-3%,0%,0,-1,1%,1%,-1%,4%[10 µM],-8
O=C(CCS(=O)(=O)c1ccc(Cl)cc1)Oc1ccc2c(c1)OCO2,-4%,0%,3%,-1%,-1,7,4%,-15%,-3%,3%,-6
COc1ccccc1-c1noc(CCC(=O)Nc2cccc(C)c2)n1,3%,1%,u,6%,2,-7,0%,1%,1%,39%,-6

# Next section (four carried over from the part before).
SMILES,VP16 counter,ELG1 genotoxic,FLuc modulator,Rab9 promoter act,Coupling enz,KCNH2 3.1 inh,Tb PFK inh,uPA surface inh,NPC1 promoter act,RORgamma inh,Giardia killer
CCC(C)[C@H](NC(=O)N1CCC(C)CC1)C(=O)O (some centres undefined),-1%,0%,-1%,-2%,3,0,-4%,3%,2%,-1%,10
O=C(NCC1CCCO1)C1CCCN1C(=O)NC1CCCCC1 (centres undefined),1%,5%,-3%,0%,0,-1,1%,1%,-1%,4%[10 µM],-8
O=C(CCS(=O)(=O)c1ccc(Cl)cc1)Oc1ccc2c(c1)OCO2,-4%,0%,3%,-1%,-1,7,4%,-15%,-3%,3%,-6
COc1ccccc1-c1noc(CCC(=O)Nc2cccc(C)c2)n1,3%,1%,u,6%,2,-7,0%,1%,1%,39%,-6
Cc1ccc(C(=O)N[C@H](C(=O)OCc2cc(=O)n3c(n2)sc2ccccc23)C(C)C)cc1,18%,-1%,-23%,1%,0,10,-6%,-2%,-1%,u,13
Cc1c(O)cc2n(c1=O)-c1ccc(Cl)cc1C2(C)C,u,0%,2%,-3%,0,-16,-5%,1%,-3%,u,-7
CC(=O)C1=C(O)C(=O)N(CCCn2ccnc2)C1c1ccc(Br)cc1 (centres undefined),1%,0%,2%,1%,-1,x,-1%,1%,-5%,-18%,3
COc1ccc2[nH]c3c(=O)n(CCCCC(=O)N4CCC(C(N)=O)CC4)c(=S)[nH]c3c2c1,-4%,-2%,-5%,-5%,1,0,20%,x,-5%,16%,-7
COc1ccc(C2(O)C(=O)Nc3ccc(C)cc32)cc1OC (centres undefined),-7%,2%,3%,1%[1.84 µM],0,13,1%,-2%,-2%,7%,-1
CCOc1ccc(N2C(=O)CSC2=S)cc1,3%,-7%,1%,-7%,0,-16,1%,21%,1%,-22%,-3
COc1ccc(C2CC(=O)C=C(NCC3CCCO3)C2)cc1 (centres undefined),-4%,3%,5%,-8%,3,-19,-3%,4%,-6%,-7%,13
CCc1nn(CC(=O)NCCc2ccc(S(N)(=O)=O)cc2)c(=O)c2cc3sccc3n12,0%,4%,0%,-3%,1,6,2%,-1%,-1%,4%,5
COc1ccc(N2CCN(C(=O)CCS(=O)(=O)c3cccc4nsnc34)CC2)cc1,-19%,-3%,-1%,8%,-4,4,14%,-3%,-1%,17%,-14
COc1ccc(-c2nnc(SCc3c(C)noc3C)o2)cc1,6%,1%,19µM*,0%,4,11,-6%,5%,17%,33%,-5
CCOC(=O)Cn1nc(C)c(-c2ccccc2)c1N,-1%,-1%,-5%,5%,5,-25,2%,x,-1%,21%,1
CCCSc1nnc(-c2c[nH]c3ccccc23)n1CC,8%,-2%,u,2%,0,0,-1%,-2%,1%,16%,1
Nc1cc(Cl)ccc1C(=O)OCC(=O)NC(=O)NCc1ccccc1,-14%,-1%,1%,-2%,3,0,-3%,5%,3%,-2%,-22

# Retrieved one by one from the entries so far, 2 records:
SMILES,VP16 counter,ELG1 genotoxic,FLuc modulator,Rab9 promoter act,Coupling enz,KCNH2 3.1 inh,Tb PFK inh,uPA surface inh,NPC1 promoter act,RORgamma inh,Giardia killer
Cc1c(O)cc2n(c1=O)-c1ccc(Cl)cc1C2(C)C,u,0%,2%,-3%,0,-16,-5%,1%,-3%,u,-7
O=C(CC(NC(=O)c1ccccc1Cl)c1ccccc1)Nc1ccc2c(c1)OCO2 (centres undefined),2%,1%,-4%,8%,1,2,-4%,0%,2%,14%,3
